HSF1 activator: increases HSF-1 driven luciferase reporter signal; NIH3T3-HGL HSF-1 luciferase reporter, MG132, 8 h; 100% = twice DMSO control signal; activation, % at 9 µM; 1.7% of 300,000 active;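 active = mean replicate activation of at least 50% with a set share of replicates each reaching 50%; inconclusive = only one of those two conditions met; inactive = mean below 50% and too few replicates reaching it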;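 also: 0% = median of the neutral control wells and 100% = twice that signal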
HSF1 inhib: HSF1 inhibition; activity change, negative = inhibition, % at 7.5 µM (by protocol); NIH3T3-HGL HSE-luciferase, MG132-induced, luminescence 8 h; stronger effect = lower value; 0.77% of 300,000 active;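 active = more than half of replicate wells show activity change below -50%, luminescence cut by over half; inconclusive = some wells, but at most half, below -50%; inactive = no replicate well below -50%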;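 also: luciferase reports HSF-1 transcriptional activity via heat shock element; 0% = median of DMSO wells and -100% = zero luminescence signal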
aSyn 5UTR inh: MLPCN primary screen, SNCA 5' untranslated region | alpha-synuclein 5'UTR reporter, inhibitor activity | inhibition, % (tested at 7.5 µM) | 0.82% of 300,000 active; in the data active = inhibition above about 60%; inconclusive = no clear call, values can overlap the other calls;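 also: H4 neuroglioblastoma cells stably carrying SNCA 5'UTR luciferase fusion; 0% = DMSO wells and 100% = positive control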
HDAC3 inh: blocks human histone deacetylase 3 | O15379 | recombinant HDAC3, fluorogenic peptide/trypsin coupled, fluorescence | inhibition, % at 8.3 µM | 0.15% of 320,000 active; in the data active = inhibition above about 26%, passing the limit was not always enough; inconclusive = no clear call, values can overlap the other calls
Target sequence (O15379 whole entry, looked up): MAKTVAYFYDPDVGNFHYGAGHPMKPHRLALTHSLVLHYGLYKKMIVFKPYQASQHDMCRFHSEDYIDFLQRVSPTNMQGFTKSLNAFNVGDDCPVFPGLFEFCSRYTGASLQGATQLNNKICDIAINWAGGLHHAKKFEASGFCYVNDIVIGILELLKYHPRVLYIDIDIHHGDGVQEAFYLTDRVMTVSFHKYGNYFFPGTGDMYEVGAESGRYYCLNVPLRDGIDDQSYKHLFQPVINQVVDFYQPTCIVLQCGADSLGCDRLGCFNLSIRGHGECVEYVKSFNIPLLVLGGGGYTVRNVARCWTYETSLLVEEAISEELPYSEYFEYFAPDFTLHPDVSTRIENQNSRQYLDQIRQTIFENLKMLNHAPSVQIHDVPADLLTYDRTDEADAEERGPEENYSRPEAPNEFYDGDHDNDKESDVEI
HSP90 refold inh: HSP90 refolding inhibition in rabbit reticulocyte lysate | AID 1789 | luciferase refolding luminescence, 3 h | inhibition, % at 5.6 µM | 0.91% of 290,000 active;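 active = inhibition above the screen-wide mean plus 3 SD, computed separately per campaign, cut at about 16% in these data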;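 also: 0% = DMSO wells and 100% = 60 µM geldanamycin wells; inhibitors lower the luminescence because luciferase stays unfolded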
AI-2 QS mod: Vibrio harveyi AI-2 quorum sensing modulation. Vibrio harveyi JMH597 AI-2 luminescence/OD600 ratio, 9 h; stronger effect = lower value; strain lacks LuxN and CqsS sensors; 0 = neutral-control median. activity change, % at 7.5 µM. 0.4% of 300,000 active. AID 2094; in the data active = activity change below about -75%, passing the limit was not always enough; inconclusive = no clear call, values can overlap the other calls;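 also: luminescence divided by OD600 gain over 9 h not by final OD600 alone; inactives centre near 13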
Platelet DG rel: modulates dense granule release in human platelets | 0.22% of 300,000 active | human platelet-rich plasma, SFLLRN dense granule ATP release, luminescence | inhibition, %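 (compounds screened at 7.5 µM in platelet-rich plasma)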;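 active = mean replicate score, as percent of positive control, at or above 50; inconclusive = mean below 50 but at least one replicate at or above 50; inactive = mean and every replicate below 50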
IEC-6 cytotox: IEC-6 cytotoxicity, counter-screen for KLF5 inhibitors. 0.78% of 290,000 active. AID 1825. inhibition, % at 5 µM. luminescence viability; in the data active = inhibition above about 22%;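 also: 0% = plate median of test compound wells and 100% = cytotoxic reference compound wells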
HIF activator: HIF pathway transcriptional activation; activation, % at 7.5 µM (by protocol); U2OS HRE-luciferase reporter, luminescence; normalized: DMSO 0%, desferrioxamine 100%; 0.32% of 300,000 active;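 active = mean activation of at least 10% of the iron chelator positive control signal, with at least half of replicates also reaching 10%; inconclusive = mean and replicate majority disagree about reaching 10%; inactive = mean and most replicates under 10%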
KLF5 inh: suppresses KLF5 promoter-driven expression | 0.23% of 290,000 active | inhibition, % at 5 µM | AID 1700 | DLD-1 KLF5 promoter-luciferase reporter, luminescence;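 active = inhibition above a per-plate limit of that plate's mean compound inhibition plus 3 SD, cut at about 60% in these data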;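 also: 0% = DMSO wells and 100% = LY294002 at 200 µM; higher means less KLF5 promoter-driven luciferase light; inactives centre near -14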
* = called active by the depositor; ? = inconclusive; · = no result given.

no. | SMILES | HSF1 activator | HSF1 inhib | aSyn 5UTR inh | HDAC3 inh | HSP90 refold inh | AI-2 QS mod | Platelet DG rel | IEC-6 cytotox | HIF activator | KLF5 inh
1 | O=C(NCc1ccco1)C1CCN(S(=O)(=O)c2ccc(-n3cnnn3)cc2)CC1 | -6 | 1 | 13 | 6 | 3 | 11 | -1 | 0 | 0.1 | -4
2 | CC(C)CCn1c(Sc2nc3ccccc3s2)nc2c1c(=O)[nH]c(=O)n2C | 31 | 21 | 9 | 4 | 0 | 23 | -2 | 1 | 0.0 | -2
3 | Cc1ccc2ccccc2c1COC(=O)c1nonc1N | -6 | 1 | 19 | 9 | -1 | 1 | 17 | -4 | -0.4 | -24
4 | CCc1ccc(C(=O)NC(CCSC)C(=O)O)cc1 (centres undefined) | -10 | -4 | -30 | -4 | 2 | 14 | 7 | 8 | -0.3 | 19
5 | FC(F)(F)c1nc2nncn2c2c1CCCCC2 | 17 | -1 | 9 | -18 | -3 | 14 | · | -3 | -0.2 | 33
6 | CCCN1CCN(C(=O)c2ccc3nc(CC)c(CC)nc3c2)CC1 | 2 | -6 | -6 | 10 | 1 | 11 | -2 | 1 | 0.4 | -26
7 | O=C(/C=C/c1ccccc1)NCCSc1ccc(Cl)cc1 | 7 | 3 | 6 | -7 | -5 | 13 | -6 | -7 | -0.2 | -34
8 | CC(=O)N1N=C(c2ccccc2O)CC1c1cccs1 (centres undefined) | 6 | 8 | -9 | -4 | -1 | 5 | -4 | -3 | 0.2 | -10
9 | CCCCC(=O)NCCc1ccc(S(N)(=O)=O)cc1 | 4 | -2 | 6 | 4 | 7 | 17 | -3 | 7 | -0.4 | 6
10 | CC(c1ccccc1F)n1cc(C(=O)NCCCc2nc3ccccc3[nH]2)nn1 (centres undefined) | 14 | 2 | -18 | 1 | -1 | 15 | -4 | 4 | -0.1 | -20
11 | CC1CCCCC12NC(=S)N(c1ccccc1)N2 (centres undefined) | 0 | 5 | 3 | 3 | 5 | 12 | -9 | -3 | 0.9 | -8
12 | O=C(CC1Sc2ccccc2NC1=O)NCc1cccc(Cl)c1 (centres undefined) | -5 | 6 | 8 | 1 | 0 | 0 | -5 | -1 | -0.3 | -37
13 | CC(C)(C)NC(=O)c1ccc(Sc2ccccc2)c([N+](=O)[O-])c1 | 24 | 1 | 10 | 1 | 1 | 14 | -4 | -3 | -0.4 | 8
14 | CCOc1ccc(NC(=O)NC2(C(=O)NCc3ccco3)CCCCC2)cc1 | 6 | 3 | -26 | -3 | -1 | 22 | 7 | -4 | 1.4 | -6
15 | COc1ccc(NC(=O)/C(C#N)=C/c2cccnc2)c(OC)c1 | -2 | -1 | -1 | 12 | -6 | 22 | -1 | -4 | -0.9 | -5
16 | Cc1ccc(/C=C2/CCc3c([nH]c4ccccc34)C2=O)cc1 | 19 | 13 | -180 | 0 | -1 | 7 | 7 | -8 | 1.6 | -179
17 | COc1ccc(/C=C/C(=O)NC(=S)NN2CCCCC2c2cccnc2)cc1OC (centres undefined) | -4 | -9 | 9 | 4 | 3 | 23 | 4 | 1 | -0.1 | -1
18 | O=c1c2ccsc2ncn1Cc1cccc(C(F)(F)F)c1 | 8 | 4 | 4 | 7 | 1 | 7 | 5 | 2 | -0.3 | 8
19 | O=C(CC1C(=O)NCCN1C/C=C/c1ccccc1)NCCc1cccnc1 (centres undefined) | -2 | 0 | 14 | 2 | 1 | 8 | 9 | -9 | -0.4 | -8
20 | Cc1ccc(N=C2NC(=O)/C(=C/C=C/c3ccco3)S2)cc1 | 20 | 2 | -19 | 5 | 4 | -23 | 18 | -18 | -0.3 | -16
21 | CCOc1ccc(N(C(=O)CNC(=O)c2ccco2)C(C(=O)NC2CCCC2)c2ccncc2)cc1 (centres undefined) | -6 | -3 | -3 | -5 | 0 | 29 | -5 | -6 | 0.2 | -10
22 | COc1cc(C2/C(=C(\O)c3ccc4c(c3)CC(C)O4)C(=O)C(=O)N2CCN2CCOCC2)cc(OC)c1OC (centres undefined) | -9 | -4 | -2 | 4 | -1 | 19 | 17 | 5 | -0.5 | -53
23 | O=C(Nc1ccc2c(c1)OCO2)c1ccc(N2CCCC2)c([N+](=O)[O-])c1 | 11 | 4 | -33 | 7 | 2 | 15 | -6 | 2 | 1.4 | -31
24 | O=C1c2ccccc2C(=O)c2c1cccc2-n1nnc2ccccc21 | · | -2 | 51 | -1 | -2 | 13 | 8 | 2 | -0.2 | -9

Two entries from above, set out differently.
8) CC(=O)N1N=C(c2ccccc2O)CC1c1cccs1 (centres undefined)
9) CCCCC(=O)NCCc1ccc(S(N)(=O)=O)cc1

Assay by compound	8	9
HSF1 activator	6	4
HSF1 inhib	8	-2
aSyn 5UTR inh	-9	6
HDAC3 inh	-4	4
HSP90 refold inh	-1	7
AI-2 QS mod	5	17
Platelet DG rel	-4	-3
IEC-6 cytotox	-3	7
HIF activator	0.2	-0.4
KLF5 inh	-10	6

(listing goes on)
no. | SMILES | HSF1 activator | HSF1 inhib | aSyn 5UTR inh | HDAC3 inh | HSP90 refold inh | AI-2 QS mod | Platelet DG rel | IEC-6 cytotox | HIF activator | KLF5 inh
25 | CC(=O)c1ccc(N2CCN(CC(=O)Nc3ccc(N4CCOCC4)cc3)CC2)cc1 | 24 | 8 | 5 | 0 | -3 | 24 | 7 | -3 | -0.1 | -28
26 | O=c1cc(CO)oc(CN2CCCC2)c1O | · | · | 1 | -3 | 1 | 8 | -3 | -1 | -0.2 | -25
27 | CC(=O)c1cccc(CN2CCN(CC(C)C)C(CCO)C2)c1 (centres undefined) | -2 | 3 | 11 | -13 | -2 | 11 | -8 | 0 | -0.2 | -15
28 | CC/C(C)=N/Nc1nc2sc3c(c2c(=O)[nH]1)CC(C)(C)OC3 | 7 | -5 | -4 | 3 | -2 | 7 | -1 | 4 | 0.3 | -33
29 | Cc1ccccc1C(=O)O/N=C(\N)c1ccc([N+](=O)[O-])cc1 | 33 | 9 | -127 | 0 | -3 | 7 | -13 | 4 | 1.6 | -72
30 | O=C(CC(=O)c1c(F)cccc1Cl)c1ccccc1O | 6 | 3 | 16 | 3 | -6 | 52 | 6 | 8 | -8.5 | -33
31 | CC(C)CCOP(=O)(c1ccc(N(C)C)cc1)C(Nc1ccccc1)c1ccc(N(C)C)cc1 (centres undefined) | · | · | · | 11 | -1 | 19 | · | 0 | · | -4
32 | COc1ccc(CN2CCNC(=O)C2CC(=O)NCc2cc(C)n(C)n2)c(F)c1 (centres undefined) | -1 | -6 | -13 | -10 | 3 | 4 | 1 | -3 | -0.4 | -40
33 | O=C(C(Cc1ccccc1)n1cccc1)N1CCN(Cc2ccccc2)CC1 (centres undefined) | -10 | -3 | -6 | -1 | 4 | -7 | -1 | 0 | -0.6 | -29
34 | O=C(Nc1ncccc1O)c1ccc(Cl)c(S(=O)(=O)N2CCCCCC2)c1 | -4 | 3 | -2 | ? | · | 22 | 20 | · | 1.4 | ·
35 | Cc1ccc(/C=N\n2c(-c3ccccc3)n[nH]c2=S)s1 | 34 | 7 | 20 | 10 | 5 | 20 | -3 | 5 | -0.1 | -7
36 | O=C1Nc2cc(Br)ccc2C1(O)c1ccccc1O (centres undefined) | -6 | -1 | 12 | 0 | 6 | 6 | -11 | 6 | 0.4 | -7
37 | CCCCNC(=O)c1onc(CSc2ccccc2CC)c1C(=O)O | 5 | 1 | 2 | -3 | -5 | 5 | -3 | -2 | -0.2 | -25
38 | CCOC(=O)C1CCCN(c2ccc(NC(=O)c3snc4c(=O)[nH]c(C)nc34)cc2)C1 (centres undefined) | -8 | 1 | 22 | -5 | 0 | 16 | -5 | 5 | -0.1 | 22
39 | CCCOc1ccc(N2C(=O)C3C4C=CC(CC4)C3C2=O)cc1 (centres undefined) | -10 | 2 | 6 | 0 | -3 | 9 | -1 | 3 | 0.5 | -7
40 | COc1ccc(C(=O)Nc2ccnn2C2CCN(C(=O)CCC(F)(F)F)CC2)cc1 | 4 | 2 | 10 | 3 | -7 | 4 | 1 | 7 | 0.9 | -22
41 | CSc1ccccc1NC(=O)c1cnc2scc(C)n2c1=O | -14 | 5 | -108 | 2 | -5 | 28 | 10 | 13 | 1.8 | -18
42 | CCOP1(=O)OCC2OC(n3cnc4c(N)ncnc43)C(O)C2O1 (centres undefined) | 11 | -11 | -1 | -2 | 4 | 14 | 4 | 2 | -0.4 | -38
43 | COCCNC(=O)c1ccc(N2CC3CC(C2)c2cccc(=O)n2C3)c(NC(=O)c2cc(OC)cc(OC)c2)c1 (centres undefined) | 6 | 6 | 0 | 13 | 1 | 17 | 16 | 6 | -0.8 | -7
44 | CCCCCCSc1ccc([C@@H]2[C@@H]3C(=O)N(C)C(=O)[C@@H]3[C@]3(C(=O)OC)CCCCN23)cc1OC | -8 | 4 | 12 | 36* | · | 7 | 1 | · | -0.1 | ·
45 | COc1cccc(N=CC=C2OC(C)(C)C(C)(C)O2)c1 | 29 | 8 | -99 | 0 | -2 | -9 | -11 | 1 | 0.9 | -59
46 | CC(Oc1ccc2c3c(c(=O)oc2c1)CCCC3)C(=O)NCC1CCC(C(=O)O)CC1 (centres undefined) | -14 | -3 | -3 | -25 | -4 | 9 | 6 | 0 | 0.3 | -6
47 | C[N+]12CCCCC1C(COC(=O)c1ccc3c(c1)OCO3)CCC2 (centres undefined) | 11 | 2 | 10 | 2 | 1 | -1 | 7 | -4 | 0.1 | -43
48 | O=C(O)C1CSC2(CCN(Cc3ccccc3)CC2)N1 (centres undefined) | 3 | -2 | 12 | · | 4 | 39 | 3 | 2 | 0.2 | -19
49 | CCOc1ccc(C2C(C(C)=O)=C(O)C(=O)N2CCc2c[nH]c3ccccc23)cc1 (centres undefined) | 49 | 39 | -4 | 5 | 3 | 0 | -6 | 0 | 0.5 | -19
50 | Cc1cc(OCC(=O)N2CCOCC2)ccc1NC(=O)c1ccccc1C | -56 | -47 | -35 | -1 | 1 | 7 | 0 | 4 | 0.5 | -49
51 | O=C(NC1(C(F)(F)F)NC(=O)N(Cc2cccnc2)C1=O)c1ccccc1Cl (centres undefined) | 7 | -5 | 13 | 1 | 3 | 7 | 0 | 3 | -0.1 | -2
52 | CCCCNC(=S)NCC(c1ccccc1)c1c[nH]c2ccccc12 (centres undefined) | 0 | 7 | -1 | 1 | 1 | 10 | -1 | -2 | 0.6 | -34
53 | CC(=O)Nc1cccc(C(=O)OC(C(=O)c2ccc(C)cc2)c2ccccc2)c1 (centres undefined) | 15 | -2 | -2 | 24 | 0 | 7 | -2 | 8 | -0.4 | -1
54 | O=C(NCc1ccccn1)C1CCN(S(=O)(=O)c2ccc(Br)cc2)CC1 | -8 | -3 | 19 | 0 | -2 | 30 | 1 | 8 | 0.1 | 9
55 | Cc1cc(-n2c(C)cc(C(=O)CSc3ncnc4ccccc34)c2C)no1 | -4 | 6 | -40 | 7 | 0 | 21 | 2 | 5 | 0.0 | -7
56 | COc1ccc(-c2nnn(CC(=O)N(c3cccc(O)c3)C(C)C(=O)NC3CCCC3)n2)cc1OC (centres undefined) | 6 | 5 | 23 | -14 | -2 | 13 | 6 | -4 | -0.4 | 15
57 | CC/C(=N\n1nnnc1Nc1ccccc1)c1ccccc1 | 7 | 3 | 16 | -1 | 1 | 2 | 8 | 4 | -0.7 | -54

Assay outcomes: PubChem BioAssay, several laboratories
